# PTHR1 ag: qHTS for PTHR1 Agonists: Primary Screen; Potency, µM (top dose mostly 115 µM), without a hit: at the top dose activation, usual class: activators; hit rate 0.075% among 410,000; Parathyroid hormone/parathyroid hormone-related peptide receptor (Homo sapiens), Q03431; HEK293 GP2 PTHR1 cells, GloSensor cAMP luminescence, 1 h; note: potency is the fitted concentration of half-maximal effect; nearly all actives have a fitted effect of over 55% in size; some results filed as inactive show a strong effect at the top dose; inactives centre near -15; many of its hits are not listed in these tables
# Target sequence (Q03431 whole entry, looked up): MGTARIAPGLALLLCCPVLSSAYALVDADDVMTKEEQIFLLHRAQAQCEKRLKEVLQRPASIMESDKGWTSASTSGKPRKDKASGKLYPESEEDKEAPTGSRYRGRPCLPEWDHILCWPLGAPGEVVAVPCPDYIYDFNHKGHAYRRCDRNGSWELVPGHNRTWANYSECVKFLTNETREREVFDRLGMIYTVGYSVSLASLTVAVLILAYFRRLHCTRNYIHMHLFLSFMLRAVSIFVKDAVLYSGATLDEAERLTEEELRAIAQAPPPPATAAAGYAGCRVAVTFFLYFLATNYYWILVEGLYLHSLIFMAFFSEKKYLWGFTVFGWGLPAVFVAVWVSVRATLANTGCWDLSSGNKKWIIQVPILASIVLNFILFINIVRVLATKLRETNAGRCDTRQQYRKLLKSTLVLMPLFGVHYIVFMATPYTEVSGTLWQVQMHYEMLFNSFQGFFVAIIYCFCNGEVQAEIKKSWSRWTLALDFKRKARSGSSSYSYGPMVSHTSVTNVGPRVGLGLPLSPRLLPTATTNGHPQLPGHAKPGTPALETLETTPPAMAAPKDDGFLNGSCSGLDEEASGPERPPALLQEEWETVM
#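 HEK-293-derived GP2 cells expressing PTHR1 and a GloSensor cAMP reporter, 3,000/well, plated overnight, given luciferin plus IBMX (each 0.5 mM as added) for 1 h at 37 °C, then compound for 1 h at 37 °C. Luminescence was read after 15 min at room temperature.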
# aSyn rescue: qHTS of alpha-syn Inhibitors; AID 652106, 2013; Potency, µM (top dose mostly 46.1 µM), inactives show top-dose growth rescue (activation), most hits filed as activators; Yeast expressing alpha-synuclein, growth rescue, BacTiter-Glo, 24 h; hit rate 0.14% among 370,000; note: potency is the fitted concentration of half-maximal effect; % of control where 0% means no effect; nearly all actives have a fitted effect of over 65% in size
#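 Rescue of yeast growth: cells expressing toxic alpha-synuclein, induced in galactose at OD600 0.02, incubated with compound 24 h at 30 C. ATP luminescence quantified growth; inhibitors of toxicity appear as activators.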
# pAkt inh: HTS Assay for Inhibitors of Akt Phophorylation: Primary Screen; Neuro2A IGF-stimulated pAkt S473 HTRF, 20 min; active compounds read low; activity change, % for hits at 50 µM; hit rate 0.32% among 360,000; AID 651550, 2012; in the data active = activity change below about -80%; inconclusive = mostly about -51% to -80%; note: % is set by controls: 0 for no effect and ±100 for the full control effect
#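 Single-point screen (50 µM final compound) in Neuro2A cells stimulated 20 min with 6 nM IGF at 37 deg C. After lysis, Ser473-phosphorylated Akt read by HTRF (ex 330 nm, em 615/665 nm) as the 665/615 ratio.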
# Abeta yeast res: qHTS for compounds that reverse cellular toxicity of Amyloid beta (A-beta) peptide in yeast: Primary Screen | yeast expressing A-beta42, growth rescue, OD600, 48 h; response scale: 0% DMSO, 100% iron-clioquinol control | Potency, µM (titrated, usually from 46.1 µM), without a hit: top-dose growth rescue, hits mostly activators | hit rate 0.063% among 410,000; note: potency is the fitted concentration of half-maximal effect; nearly all actives have a fitted effect of over 55% in size
#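 Growth rescue measured by 600 nm absorbance after 48 h yeast culture at 30 C with compound. Values normalized between DMSO and an equimolar ferric chloride plus clioquinol control.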
# FUS suppressor: qHTS for Suppressors of FUS Proteinopathy: Primary screen using FUS-linked yeast assay. hit rate 0.24% among 390,000. S. cerevisiae FUS-expressing, growth rescue, OD600, 24 h. AID 1347120, 2019. Potency, µM (titrated, usually from 76.6 µM), inactives show top-dose growth rescue (activation), hits mostly activators;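 note: potency is the fitted concentration of half-maximal effect; plate controls were DMSO vehicle for no effect and reference control for full effect; nearly all actives have a fitted effect of over 55% in size; some results filed as inactive show a strong effect at the top dose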
#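 Steps: raffinose overnight preculture; dilution to OD 0.005 in 2% galactose minimal medium; compound addition (concentration series); 24hr at 30C, 99% humidity; absorbance read at 600 nm.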
# GLP1R ag: qHTS of GLP-1 Receptor Agonists. Glucagon-like peptide 1 receptor (Homo sapiens), P43220. HEK293 GLP-1R CRE-luciferase, luminescence, 4-6 h; cells express a hypersensitive GLP-1R form. Potency, µM (series often up to 45.6 µM), for inactives: top-dose activation, actives largely listed as activators. hit rate 0.007% among 380,000. AID 624172, 2012; note: potency is the fitted concentration of half-maximal effect; % of control where 0% means no effect
# Target sequence (P43220 whole entry, looked up): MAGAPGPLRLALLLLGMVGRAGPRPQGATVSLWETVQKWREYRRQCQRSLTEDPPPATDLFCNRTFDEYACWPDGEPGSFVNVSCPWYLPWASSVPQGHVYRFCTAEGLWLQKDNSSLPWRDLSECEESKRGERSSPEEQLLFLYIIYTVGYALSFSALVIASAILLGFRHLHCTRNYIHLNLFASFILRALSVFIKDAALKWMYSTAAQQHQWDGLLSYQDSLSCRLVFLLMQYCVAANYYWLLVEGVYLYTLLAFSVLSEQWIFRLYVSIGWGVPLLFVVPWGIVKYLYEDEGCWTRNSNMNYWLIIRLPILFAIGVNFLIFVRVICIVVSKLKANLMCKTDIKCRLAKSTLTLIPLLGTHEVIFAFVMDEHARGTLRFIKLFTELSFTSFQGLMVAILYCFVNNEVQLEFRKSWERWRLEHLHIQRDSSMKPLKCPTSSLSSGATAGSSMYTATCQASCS
# DRD3 antagonist: qHTS of D3 Dopamine Receptor Antagonist: qHTS | D3R cells, DiscoveRx beta-arrestin luminescence, antagonist mode; active compounds read low | max response, negative = inhibition, % | hit rate 2.5% among 360,000 | D(3) dopamine receptor (Homo sapiens), P35462; in the data active = max response below about -50%; inconclusive = no clear call, values can overlap the other calls; note: % is set by controls: 0 for no effect and ±100 for the full control effect; mostly tested at two doses, the higher about 12 µM
#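 Cells expressing the human receptor were seeded at 1500 cells/well, incubated overnight at 37 degrees C in 5% CO2, then exposed to library compounds with dopamine controls for 90 minutes at 37 degrees C before luminescent detection.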
# GLP-1R inv ag: qHTS of GLP-1 Receptor Inverse Agonists (Inhibition Mode). HEK293 GLP-1R CRE-luciferase, luminescence, 24 h; GLP-1R form is constitutively active. hit rate 1.6% among 410,000. Glucagon-like peptide 1 receptor (Homo sapiens), P43220. Potency, µM (series often up to 38.3 µM), for inactives: at the highest dose activity change, negative = inhibition, hits mostly inhibitors; note: potency is the fitted concentration of half-maximal effect; % is set by controls: 0 for no effect and ±100 for the full control effect; nearly all actives have a fitted effect of over 55% in size
#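 qHTS in 1536-well format: reporter HEK293 cells expressing constitutive GLP-1R activity in DMEM + 10% Nu serum, 24 hr with compounds at 37 deg C, luminescence read after 12 min with detection reagent.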
# TDP43 rescue: qHTS of TDP-43 Inhibitors; hit rate 1.8% among 410,000; Potency, µM (highest dose often 46.1 µM), inactives show at the top dose growth rescue (activation), most hits filed as activators; TDP-43 expressing yeast growth rescue, BacTiter-Glo, 24 h; note: potency is the fitted concentration of half-maximal effect; % of control where 0% means no effect; nearly all actives have a fitted effect of over 50% in size
#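 Yeast expressing TDP-43 (pregrown in raffinose, seeded at OD600=0.02 in galactose medium) exposed to compounds 24 hr at 30 deg C. Growth read by BacTiter-Glo luminescence; rescue of toxicity appears as increased signal.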
# * hit, by the source's call; i = inactive; ? = inconclusive; . = not tested or not shown; & = joins results of further samples; [ ] = remark or other dose. Unless noted, calls come from the whole dose curve; as a rule, active = well fitted curve in the direction sought with a large enough effect; inconclusive = small, poorly fitted or top-dose-only effect, or another doubt; inactive = no such curve, though single readings can be large; an effect the other way counts as inactive or inconclusive.
SMILES,PTHR1 ag,aSyn rescue,pAkt inh,Abeta yeast res,FUS suppressor,GLP1R ag,DRD3 antagonist,GLP-1R inv ag,TDP43 rescue
O=C(NC1CN2CCC1CC2)c1cc(Cl)c([N+](=O)[O-])c2nc[nH]c12 (centres undefined),i,-4%,i,10%,.,-20%,3,57%[activator],7%
CC[C@@H]1c2ccccc2[C@@H]2CC[C@H]1N2c1ccccc1,-23%,-4%,i,7%,-7%,.,-27,-31%,16%
CCOc1ccc(S(=O)(=O)Nc2cccc(C(=O)N3CCN(c4ccccn4)CC3)c2)cc1,-32%[inhibitor],3%,i,-5%,8%,-6%,0,-19%,2%
COC(=O)C(O)(c1c[nH]c2ccccc12)C(F)(F)F (centres undefined),-6%[57.5 µM],20%,i,17%,6%,-1%,-19,2%,8%
Nc1ccc(CC2=NCCN2)cc1,i,-6%,i,-3%,15%,-1%,11,1%,-3%
CN(C)c1ccc(/C=C2\C(=O)NC(=O)N(Cc3ccc(F)cc3)C2=O)cc1,i,2%,i,25%,25%,1%,-11,9%,-8%[1.82 µM]
O=P1(NCCCl)OCCCN1CCCl (centres undefined),i,-17%,.,-16%,-28%,-5%,-2,11%,7%
CC1CC2CC(=O)CCC2(C)C2CCC3(C)C(O)CCC3C12 (centres undefined),-25%,9%,i,0%,-7%,6%,24,36%,29%
O=c1[nH]c(=O)n(Cc2ccccc2)c(O)c1C=NCCN1CCOCC1,i,0%,i,6%,3%,-4%,-13,0%,-20%
CCn1nc(/C=C/c2ccccc2)nc2c(=O)n(C)c(=O)nc1-2,-31%,-92%[inhibitor],i,-92%[inhibitor],-12%,-2%,?,?,3.2µM*
COc1ccc(NC(=O)[C@@H](NC(=O)N2C[C@H]3C[C@@H](C2)c2cccc(=O)n2C3)C(C)C)cc1,-7%,-1%,i,0%,-7%,0%,23,-1%,9%
OC(c1ccccc1)(c1ccccc1)C1CCCN1 (centres undefined),-11%[57.5 µM],7%,i,10%,24%,-12%,20,-18%,-10%
Cc1ccc(C(O)(C(=O)NNC(=O)CN2CCN(C)CC2)c2ccc(C)cc2)cc1,18%,-8%,i,-21%,9%,0%,5,-22%,-4%
CCCC/C(=N/O)c1c(C)[nH]c2ccccc12,-7%,-5%,i,0%,13%,1%,-28,-17%,-6%
C[C@H]1CCC[C@H](O)CCCCCc2cc(O)cc(O)c2C(=O)O1,-71%[inhibitor],12%,i,-8%,-21%,?,-3,-11%,7%
CN1CCC(N(C)c2ccc(C(N)=O)cc2[N+](=O)[O-])CC1,i,-2%,i,-5%,-6%,2%,-14,8%,-11%
O=C(COc1ccccc1[N+](=O)[O-])N1CCN(CCc2ccccn2)CC1,-24%,.,.,-7%,5%,.,.,9%,15%
COc1ccc(C(c2nnnn2CC2CCCO2)N2CCN(c3ccccc3)CC2)cc1 (centres undefined),i,3%,i,30%,25%,12%,16,?,-6%
CN1CCN(c2ccc([N+](=O)[O-])c(NCc3ccco3)c2)CC1,i,5%,i,19%,.,1%,-75*,?,-3%
COc1ccc(CN2CCN(C(=O)COc3cccc(C)c3)CC2)c(OC)c1,-28%,-1%,i,-1%,.,13%,1,-6%,-25%
Cc1cccc(NC(=O)c2ccc(F)c(S(=O)(=O)N3CCN(c4ccc(F)cc4)CC3)c2)c1,-55%[inhibitor],.,.,?,23%,.,.,?,13%
NC(Cc1ccccc1)c1csc(Nc2ccccn2)n1 (centres undefined),-12%,-2%,i,?,-16%,-2%,-19,?,16%
O=C(O)C1C2CCC(O2)C1C(=O)NC1CCCCC1 (centres undefined),i,-13%,i,1%,.,-5%,3,-12%,5%
O=C(CN1CC=C(c2ccccc2)CC1)NC(=O)NC1CCCCC1,-7%,-3%,i,8%,14%,-1%,15,?,.
Cn1c(=O)cc(SCC(=O)N2CCC3(CC2)OCCO3)c2ccc(Cl)cc21,0%[57.5 µM],2%,i,1%,32%,10%,8,0%,-19%
# More structures
SMILES,PTHR1 ag,aSyn rescue,pAkt inh,Abeta yeast res,FUS suppressor,GLP1R ag,DRD3 antagonist,GLP-1R inv ag,TDP43 rescue
COc1ccccc1N1CCN(Cc2ccccc2)CC1,i,4%,i,5%,22%,-5%,-113*,-8%,-2%
CC[n+]1c(/C=C/C=C/c2ccc(N(C)C)cc2)sc2ccccc21,-28%,-65%[inhibitor],i,-97%[inhibitor],?,1%,-23,?,-95%[inhibitor]
O=C(O)C(O)(c1ccccc1)C1CCCC1 (centres undefined),-4%[57.5 µM],1%,i,1%,-2%,-4%,0,0%,6%
Cc1ccc(-c2nc(CN3C(=O)CN=C(c4ccccc4)c4ccccc43)c(C)o2)cc1,i,.,.,9%,-1%,.,.,-3%,5%[9.22 µM]
FC(F)(F)c1cccc(C2NCc3ccccc3-n3cccc32)c1 (centres undefined),0%,-12%,i,15%,14%,5%,-26,?,-31%[inhibitor]
CC[C@H]1CN2CCC1C[C@@H]2[C@H](O)c1ccnc2ccc(OC)cc12 (some centres undefined),-28%,3%,i,6%,-10%,-1%,11,-32%,9%
CCOC(=O)C1=C(N)Oc2c(c(=O)oc3ccccc23)C12C(=O)N(C)c1ccccc12 (centres undefined),-3%[57.5 µM],17%&-1%,i,3%,11%,-7%,0,-20%,-4%
CCC(C)N1C(=O)/C(=C\c2cnc(N(C)C)nc2)C(=O)NC1=S (centres undefined),-38%[inhibitor],1%,i,2%,30%,-1%,-22,-17%[7.66 µM],-3%[9.22 µM]
CC1CCCCN1CC(=O)c1ccc2cc[nH]c2c1 (centres undefined),i,7%,i,11%,6%,0%,9,-8%,1%
COc1ccc(C2CN(C)CC2C(=O)c2ccc(F)cc2)cc1Cl (centres undefined),i,-2%,i,-4%,15%,15%,0,?,0%
c1ccc2c(N3CCNCC3)cccc2c1,-6%,6%&-1%,i,-16%,-29%,2%,0,?,17%
NC(N)=Nc1ccc2[nH]c3c(c2c1)C[C@@]1(O)[C@H]2Cc4ccc(O)c5c4[C@@]1(CCN2CC1CC1)C3O5 (some centres undefined),0%,1%,i,-11%,-15%,1%,-4,9%,22%
CCOC(=O)C(O)(c1cn(C)c2ccccc12)C(F)(F)F (centres undefined),-15%,11%,i,?,?,9%,-17,?,-10%
NN=C(N)N,-20%,-1%&-6%&-1%,i,-5%,-44%,9%&4%,1,4%,0%
CC1CCOC(=O)C=CC=CC(=O)OC2CC3OC4C5OC5(C)C(O)CC4(COC(=O)C1O)C2(C)C31CO1 (centres undefined),i,-8%,i,5%,.,-12%,-11,-72%,0%
COc1ccc(NC(=O)c2c(C)nn(Cc3ccccc3Cl)c2Cl)cc1Cl,-25%,3%,i,9%,21%,6%,-11,11%,5%
Nc1c(C(=O)NC2CCCC2)c2nc3ccccc3nc2n1CC1CCCO1 (centres undefined),-29%,-2%,i,33%,?,0%,-17,?,13µM*
COCCCNC(=O)c1c(NC(=O)c2ccco2)n(Cc2ccccc2)c2nc3ccccc3nc12,-31%[inhibitor][57.5 µM],-2%,i,0%,17%,-5%,-26,93%[activator],1%
CCC1(c2ccc(C)cc2)C(=O)NC(=S)NC1=O,i,5%,i,-10%,-8%,-7%,-15,4%,28%
COc1ccc(CNCCc2ccc(Cl)cc2)c(OC)c1OC,-25%,-1%,i,17%,-27%,-7%,-5,?,-1%
CCN1C(=O)C(=C2C=C(C)N(Cc3ccco3)C(C)=C2)C(=O)N(CC)C1=S,i,5%,i,11%,21%,10%,-18,0%,-13%
N#Cc1cc(NC(=O)c2ccc(Cl)cc2)ccc1Sc1ccccc1,-17%,-10%,i,-23%,-19%,0%,0,-12%,-41%[inhibitor]
CC(C)N1CCN(Cc2cccc([N+](=O)[O-])c2)CC1,i,-7%,i,-2%,-12%,-1%,?,-13%,-11%
Cc1ccc(S(=O)(=O)Oc2ccccc2C=C2C(=O)NC(=O)NC2=O)cc1,-44%[inhibitor],4%,i,-16%,-39%,-1%,?,-14%,-51%[inhibitor]
O=c1[nH]c(=O)n(-c2cccc3ccccc23)c(O)c1C=NCc1ccc2c(c1)OCO2,4%[57.5 µM],-2%,i,-15%,41%,-8%,-63*,7%,-13%
Cc1ccc(N2C(=O)/C(=C/N3CCN(C(=O)c4ccco4)CC3)C(=O)NC2=S)cc1C,i,0%,i,15%,42%,-3%,4,-9%,13%
COc1ccc(NC(=O)CSc2nc(-c3cccs3)cc(C(F)(F)F)n2)cc1Cl,-34%[inhibitor],.,.,2%,11%,1%,.,-17%,0%
CC1CCCCN1Cc1cccnc1 (centres undefined),?,-9%,i,5%,41%,5%,-25,19%,-17%[0.397 µM]
CCc1nc2ccccc2c(=O)n1-c1ccccc1[N+](=O)[O-],i,-10%,i,21%,3%,2%,-23,1%,-3%
CCOc1cc2c(cc1OCC)-n1cccc1C(c1ccc(C)cc1C)NC2 (centres undefined),i,2%,i,-1%,-6%,21%,-7,?,-3%

# Another view of some results above:
# Below each compound – PTHR1 ag	aSyn rescue	pAkt inh	Abeta yeast res	FUS suppressor	GLP1R ag	DRD3 antagonist	GLP-1R inv ag	TDP43 rescue
N#Cc1cc(NC(=O)c2ccc(Cl)cc2)ccc1Sc1ccccc1
  -17%	-10%	i	-23%	-19%	0%	0	-12%	-41%[inhibitor]
CCOC(=O)C(O)(c1cn(C)c2ccccc12)C(F)(F)F (centres undefined)
  -15%	11%	i	?	?	9%	-17	?	-10%
COc1ccc(C2CN(C)CC2C(=O)c2ccc(F)cc2)cc1Cl (centres undefined)
  i	-2%	i	-4%	15%	15%	0	?	0%

# These rows are one share of the data; rates above refer to the full screens.
